Screening results from PubChem.
SENP7 block – SENP7 protease inhibition; Q9BQF6; recombinant SENP7, Z-RLRGG-aminoluciferin luminescence, 40 min; 330,000 compounds, 1.5% hits; AID 434973; inhibition, % at 5 µM;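 active means inhibition above about 50% at the single test dose, limit read from the data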;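 further: plate controls were DMSO with enzyme for no effect and no enzyme buffer wells for full effect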
SENP8 block-1 – inhibitors of human SENP8 protease. Q96LD8. recombinant SENP8, Nedd8 substrate fluorescence. inhibition, % at 20 µM. 360,000 compounds, 0.64% hits. AID 602440; in the data active means inhibition mostly above about 40%, no sharp cut-off; inactive means mostly below about 27%
NLRP3 yeast inh – NALP3 inhibition in yeast; inhibition, % at 10 µM; Yeast reconstituted NLRP3/ASC/caspase-1, beta-gal luminescence, 24 h; 330,000 compounds, 0.39% hits;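 active means inhibition of 50% or more; inactive means inhibition below 50%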;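 further: plate controls were induced DMSO wells for no effect and uninduced yeast grown without galactose for full effect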
HKDC1 inh – inhibitors of human hexokinase HKDC1; Q2TB90; recombinant HKDC1, G6PDH/diaphorase resazurin coupled fluorescence; inhibition, % at 20 µM; 340,000 compounds, 0.16% hits; AID 493160;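 active means inhibition above about 35% when tested at 20 µM, limit read from the data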;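 further: plate controls were DMSO wells with enzyme for no effect and DMSO wells lacking enzyme for full effect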
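Test system: recombinant HKDC1 (HK5) hexokinase enzyme, produced in-house; Amount: enzyme 5 µg/mL final; Buffer or medium: Tris pH 8.0 buffer with MgCl2, Tween-20, BSA, BME; Reagent: glucose and ATP substrates; Doses: 20 µM test compound, 1% DMSO; Incubation: 90 min reaction incubation at room temperature, dark; Detection: resorufin fluorescence at 613 nm.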
SENP8 block-2 – SENP8 protease inhibition | Q96LD8 | purified SENP8, Z-RLRGG-aminoluciferin cleavage, luminescence | inhibition, % at 10 µM | 330,000 compounds, 1.2% hits | AID 2540; in the data active means inhibition above about 50%
SENP6 block – SENP6 protease inhibition; Q9GZR1; Recombinant SENP6 catalytic domain, aminoluciferin luminescence; inhibition, % at 10 µM; 330,000 compounds, 1.8% hits; AID 2599;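 active means inhibition above about 50% at the single tested dose, limit read from the data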;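 further: plate controls were DMSO wells with enzyme for no effect and DMSO wells lacking enzyme for full effect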
PfGluPho inh – PfG6PD (Plasmodium falciparum) enzyme inhibition; PfGluPho enzyme, NADPH resazurin-diaphorase fluorescence; inhibition, % at 20 µM; 350,000 compounds, 0.78% hits;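 active means inhibition reaching at least a set limit at 20 µM in the primary screen, cut at about 59% in these data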;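 further: 0% = DMSO wells with substrate and 100% = DMSO wells lacking glucose-6-phosphate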
Apaf-1 inh – inhibitors of human Apaf-1 apoptosome. reconstituted apoptosome caspase-3 activity, DEVD-Rh110 fluorescence. inhibition, % at 20 µM. 330,000 compounds, 0.71% hits. AID 489030; active means inhibition of at least 40% at 20 µM;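 further: plate controls were DMSO wells for no effect and DEVD-CHO caspase inhibitor wells for full effect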
Target sequence (O14727 whole entry, looked up): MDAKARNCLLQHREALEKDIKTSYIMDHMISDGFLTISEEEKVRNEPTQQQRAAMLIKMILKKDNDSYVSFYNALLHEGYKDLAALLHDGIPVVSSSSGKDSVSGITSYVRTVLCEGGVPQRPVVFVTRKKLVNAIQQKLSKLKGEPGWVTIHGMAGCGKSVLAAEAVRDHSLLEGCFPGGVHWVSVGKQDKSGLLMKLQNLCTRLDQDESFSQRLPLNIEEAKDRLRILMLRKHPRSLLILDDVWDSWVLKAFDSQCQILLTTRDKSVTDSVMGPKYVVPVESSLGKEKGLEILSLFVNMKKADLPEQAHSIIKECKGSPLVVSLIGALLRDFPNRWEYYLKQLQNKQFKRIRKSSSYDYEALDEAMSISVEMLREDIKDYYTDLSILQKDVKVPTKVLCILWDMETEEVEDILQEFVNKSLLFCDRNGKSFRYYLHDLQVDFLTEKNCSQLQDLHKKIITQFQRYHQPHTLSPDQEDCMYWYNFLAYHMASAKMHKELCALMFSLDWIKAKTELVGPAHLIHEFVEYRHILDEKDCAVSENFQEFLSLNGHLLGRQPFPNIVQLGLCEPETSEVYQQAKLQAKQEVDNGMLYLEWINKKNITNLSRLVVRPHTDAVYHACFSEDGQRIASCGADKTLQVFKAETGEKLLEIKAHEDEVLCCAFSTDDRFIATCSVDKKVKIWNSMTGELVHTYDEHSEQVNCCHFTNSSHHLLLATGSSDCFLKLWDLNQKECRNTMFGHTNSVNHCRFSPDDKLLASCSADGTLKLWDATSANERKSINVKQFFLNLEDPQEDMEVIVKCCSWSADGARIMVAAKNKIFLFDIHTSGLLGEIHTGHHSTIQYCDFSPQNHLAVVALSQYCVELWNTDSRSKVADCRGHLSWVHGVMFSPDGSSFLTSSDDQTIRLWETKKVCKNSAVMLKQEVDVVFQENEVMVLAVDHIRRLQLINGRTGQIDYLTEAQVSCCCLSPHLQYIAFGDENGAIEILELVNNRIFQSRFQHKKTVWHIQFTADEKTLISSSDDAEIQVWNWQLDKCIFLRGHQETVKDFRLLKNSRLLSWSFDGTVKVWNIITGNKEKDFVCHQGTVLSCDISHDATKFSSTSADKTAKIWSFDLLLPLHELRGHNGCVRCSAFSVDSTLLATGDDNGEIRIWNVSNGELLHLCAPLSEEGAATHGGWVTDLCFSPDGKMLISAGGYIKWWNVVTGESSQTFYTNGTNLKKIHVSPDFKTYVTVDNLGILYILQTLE
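Material: reconstituted apoptosome with Apaf-1, cytochrome c, caspase-9, procaspase-3, dATP; medium: pH 7.5 Hepes buffer with CHAPS, BSA, DTT; also added: cytochrome c and DEVD-Rh110 substrate; timing: 30 min plus 50 min, RT; signal: Rh110 fluorescence intensity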
SENP1 inh – inhibitors of human SENP1 SUMO protease catalytic domain. Q9P0U3. inhibition, % at 10 µM. recombinant SENP1 catalytic domain, CyPet-SUMO1-YPet FRET cleavage. 360,000 compounds, 0.21% hits;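 active means inhibition at least 30% at 10 µM, raw YFP signal under a set limit, fluorescence ratio 0.5 to 1.5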;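 further: 0% = enzyme with DMSO and 100% = no enzyme wells; some results filed as inactive read as strong as hits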
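material = recombinant human SENP1 catalytic domain, His6-tagged | quantity = 20 pM enzyme | reagent = 25 nM SUMO1 FRET substrate | compound dosing = 10 µM single point, 0.5% DMSO | timing = 50 min enzyme reaction, room temperature, light-protected | detection = FRET, CFP and YFP emission | control set = no-enzyme low, enzyme-DMSO high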
Numbers without * were called inactive; i = inactive; · = not tested or not shown. Hits appear at their usual frequency; 4.1% or so of the library scored in one or more.

SMILES,SENP7 block,SENP8 block-1,NLRP3 yeast inh,HKDC1 inh,SENP8 block-2,SENP6 block,PfGluPho inh,Apaf-1 inh,SENP1 inh
Cc1cc(=O)c2n(Cc3ccccc3Cl)nc[n+]2[nH]1,0,32,0,-3,-5,-16,2,-2,5
COc1ccccc1NC(=O)CSc1nccc(=O)[nH]1,-7,5,18,-18,-1,-7,-3,2,0
O=C(N/N=C\C=C\c1ccc(Br)cc1)c1ccc2c(c1)OCO2,11,-1,12,13,6,-6,-16,10,0
CCN(Cc1ccccc1)C(=O)Cn1c(C(C)O)nc2ccccc21 (stereo not given),-3,14,16,-5,3,-15,4,-5,0
CC(C)(C)CN1C(=O)C(=O)NC[C@H]1Cc1cccc2ccccc12,-4,10,23,2,8,-9,12,-2,-2
COc1ccccc1CNC(=O)C(NS(=O)(=O)c1ccc2c(c1)oc(=O)n2C)C(C)C (stereo not given),-5,10,6,-8,11,-6,15,-8,-1
COc1ccc(C(CC(=O)O)NC(=O)OC(C)(C)C)cc1 (stereo not given),4,24,15,-6,-3,-6,2,11,0
CC(NC(=O)c1cc(COc2c(F)cccc2F)on1)c1cnn(-c2ccccc2)c1 (stereo not given),3,10,25,-8,0,17,-9,3,3
CN(CC(=O)Nc1ccc(OC(F)(F)F)cc1)C(=O)Cn1c(=O)cnc2ccccc21,-6,-2,9,-4,-8,-2,-2,3,-3
CN(C)c1nc(Cl)nc(NCCOc2ccccc2)n1,7,2,45,-8,0,-19,-10,-2,1

Record cards (already shown). Order of screens: SENP7 block, SENP8 block-1, NLRP3 yeast inh, HKDC1 inh, SENP8 block-2, SENP6 block, PfGluPho inh, Apaf-1 inh, SENP1 inh
CC(C)(C)CN1C(=O)C(=O)NC[C@H]1Cc1cccc2ccccc12 across the screens: -4, 10, 23, 2, 8, -9, 12, -2, -2
CN(CC(=O)Nc1ccc(OC(F)(F)F)cc1)C(=O)Cn1c(=O)cnc2ccccc21 across the screens: -6, -2, 9, -4, -8, -2, -2, 3, -3
COc1ccccc1NC(=O)CSc1nccc(=O)[nH]1 across the screens: -7, 5, 18, -18, -1, -7, -3, 2, 0
COc1ccc(C(CC(=O)O)NC(=O)OC(C)(C)C)cc1 (stereo not given) across the screens: 4, 24, 15, -6, -3, -6, 2, 11, 0

Following part:
SMILES,SENP7 block,SENP8 block-1,NLRP3 yeast inh,HKDC1 inh,SENP8 block-2,SENP6 block,PfGluPho inh,Apaf-1 inh,SENP1 inh
O=S1(=O)c2c(F)cccc2O[C@@H](COCc2ccccc2)CN1CCc1ccc(F)cc1,·,1,·,-1,·,·,15,·,2
C/C(O)=C\c1nc(=O)c2c(C)cc(C)nc2n1-c1ccccc1,-5,-28,10,-10,4,-2,11,-16,-1
COC(=O)c1ccc(NC(=O)C2CCCN(S(C)(=O)=O)C2)cc1 (stereo not given),8,14,9,-6,1,10,-4,2,0
CC1CCCCN1Cc1c(O)ccc2c(=O)c(-c3ccc(Br)cc3)coc12 (stereo not given),2,-261,6,1,-1,-6,-14,2,-4
O=C(NC(=S)NCCC1=CCCCC1)c1ccco1,8,14,-29,-1,0,-13,10,23,2
COc1ccc(C(=O)N/N=C\c2coc3ccc(C)cc3c2=O)cc1,-4,-35,-7,4,-8,-9,1,6,1
COc1ccc(S(=O)(=O)N2CCN(c3ccccc3OC)CC2)cc1OC,11,18,11,2,-7,-12,-3,6,1
COc1ccc(N2CCN(CC(=O)NC(=O)NCc3ccccc3)CC2)cc1,5,14,30,-2,1,5,11,0,-2
COc1ccc(-c2cc(C(=O)N3CCN(c4ccccc4O)CC3)c3ccccc3n2)cc1,-7,i,18,3,-19,-24,13,14,2
Cc1sc2nc(SCC(=O)NCCO)n(C)c(=O)c2c1C,-5,25,7,8,5,0,-2,-10,2
COC12NC(=O)N(C)C1(OC)C(=O)N(C)C(=O)N2C (stereo not given),3,-3,6,-3,3,-14,-7,-4,3
NC(=O)C1(N2CCCCC2)CCN(C(=O)CSc2nc3ccccc3[nH]2)CC1,-9,14,9,-4,-8,-15,-11,1,-1
O=C(N/N=C/c1ccoc1)c1ccccc1,-5,0,11,-2,-1,-6,11,-2,-1
C/C(CC(O)(/C=N/O)c1ccccc1)=N\O (stereo not given),-2,0,1,-1,0,-19,4,4,-1
CC(C)CNC(=O)c1ccccc1NC(=O)c1ccc(CN2CCOCC2)cc1,10,4,-8,-7,0,-1,-4,-20,1
O=c1c2ccccc2cnn1Cc1n[nH]c(=S)n1-c1ccc(F)c(Cl)c1,-3,19,11,1,0,-2,34,-1,0
O=C(c1cccs1)N1CCN(Cc2nc3ccccc3c(=O)[nH]2)CC1,9,18,-11,1,6,19,11,-1,-4
O=S(=O)(c1ccc(Cl)cc1)N1CCC(O)(CN2CCN(Cc3ccccc3)CC2)CC1,7,15,26,0,0,-5,6,4,1
O=c1cc(CNC2CCCCC2)c2ccccc2[nH]1,-3,-12,7,-2,-3,-12,-5,1,0
CCOc1ccccc1C(=O)NC1CCN(Cc2ccccc2)CC1,-10,4,21,-8,-4,-15,4,6,-4
O=C(c1sc2ccccc2c1Cl)N1CCN(CCc2ccccn2)CC1,2,1,7,3,7,17,-12,7,-1
CCN1C[C@@H]2[C@@H]3C(=O)N(Cc4ccccc4)C(=O)[C@@H]3[C@](Cc3ccccc3)(C1=O)N2C(=O)c1ccc(C)cc1,·,4,·,1,·,·,-2,·,-3
COc1ccc(C(CC(=O)Nc2cc(OC)cc(OC)c2)n2cccc2)cc1 (stereo not given),3,20,6,-2,9,10,13,-7,0
CCc1nc(SCC(=O)Nc2ccccc2)c2c(=O)n(C)c(=O)n(C)c2n1,-3,9,7,-5,8,3,-4,-2,0
O=C(NCCc1c[nH]c2ccccc12)C1Cc2ccccc2CN1C(=O)c1ccco1 (stereo not given),5,19,2,4,0,6,-2,10,-2
Cc1cccc(N2CCN(CCCNC(=O)C3CCCN(c4ncnc5c4nc4n5CCCCC4)C3)CC2C)c1 (stereo not given),-11,21,16,-2,-7,-2,-3,20,1
CCOC(=O)c1[nH]nc(C(=O)c2ccc(Br)cc2)c1O,8,7,31,0,-6,0,6,2,1
CCc1ccc(S(=O)(=O)N2CCN(C(=O)c3cccnc3)CC2)cc1,5,12,14,-2,-1,-12,-5,-2,0
CCCCCC1CC(CC#CCN2CCOCC2)C(=O)O1 (stereo not given),9,23,-1,16,-1,-8,-16,-6,0
CC(=O)c1c(C)[nH]c(C(=O)COC(=O)CCSc2ccccc2)c1C,-1,8,1,-2,-1,-12,12,2,1
C=CCOC(=O)C1=C(C)NC(=O)NC1c1ccc2c(c1)OCO2 (stereo not given),1,10,12,-3,6,-25,-22,-11,1
CCc1ccc(C(=O)NNC(=O)CCN2CCN(Cc3ccccc3)CC2)cc1,-5,8,16,13,-3,-20,-14,-5,4
CN1N=C(C(F)(F)F)CC1=O,-3,7,28,-9,7,4,-3,-4,4
CCn1c(Cc2ccccc2)nnc1SCC(=O)Nc1nc(C)c(C)s1,-6,17,13,-10,2,-4,-13,5,1
Cc1nnc(C)n1N1C(=O)c2cccc3cccc(c23)C1=O,-13,-272,19,6,-6,-11,-14,-4,3
CN(C)S(=O)(=O)N1CCN(c2ccccc2Cl)CC1,-5,8,14,-9,-5,11,-6,2,2
O=C(CCn1nnc(-c2cccs2)n1)NCc1ccccc1Cl,-3,11,16,8,-12,-2,-6,-9,3
CN(Cc1ccon1)C(=O)CC1C(=O)NCCN1CC1CCCCC1 (stereo not given),-3,-110,-4,-5,-5,-13,-2,-7,-7
CC(=O)N1CCc2c(sc(NC(=O)CCS(=O)(=O)c3ccccc3)c2C(N)=O)C1,-1,-111,6,4,6,20,-2,13,-40
CC(=O)NNC(=O)c1csc(-c2csc(C)n2)n1,4,2,-3,-3,-2,-23,1,-10,0
CCC(NC(=O)CCc1nnc(-c2cc(C)on2)o1)C12CC3CC(CC(C3)C1)C2 (stereo not given),-4,5,17,2,-4,-4,-18,-5,-16
CCc1ccc(N2C(=O)CC(N3CCC(C(=O)OC)CC3)C2=O)cc1 (stereo not given),-5,29,15,-10,-8,3,7,3,0
CC(C)(C)S(=O)(=O)/C(C#N)=C/c1sccc1C1OCCO1,-6,7,0,-5,-5,-22,2,-9,0
Cc1ccc(C)c(NC(=O)CN2C(=O)COc3ccc(S(=O)(=O)N4CCCC4)cc32)c1,2,9,3,0,-4,7,-5,-5,1
O=C(NCc1cccnc1)C(=O)Nc1ccc([N+](=O)[O-])cc1,9,26,7,-2,1,-1,5,-12,-1
COc1ccc2c(c1)OC[C@H]1[C@H]2N2C(=O)CN(C)C(=O)[C@@]2(C)[C@H]1c1ccccc1,13,11,9,6,0,2,-16,10,1
CCOC(=O)C1CCN(C(=O)CCNC(=O)Cn2ccc3ccccc3c2=O)CC1,-1,7,8,-8,-8,-2,0,-7,1
COCCN(CCOC)Cc1c(C)[nH]c2c(C)c(C)ccc2c1=O,5,7,1,2,-6,-5,-4,-2,-1
COc1ccc(CCNC(=O)COC(=O)Cc2cccc3ccccc23)cc1,4,1,11,2,8,-12,8,-1,2
CCCCCCCCc1nc(=S)[nH][nH]1,0,7,14,3,-1,-8,20,-3,4

New compounds follow.
SMILES,SENP7 block,SENP8 block-1,NLRP3 yeast inh,HKDC1 inh,SENP8 block-2,SENP6 block,PfGluPho inh,Apaf-1 inh,SENP1 inh
COc1ccc(NC(=O)CC2C(=O)N(C)C(=S)N2CCc2ccccc2F)cc1 (stereo not given),-6,5,10,-8,-7,-1,6,18,1
O=C(NC(=S)Nc1ccc(CN2CCCCC2)cc1)c1cccc(OCc2ccccc2)c1,5,9,44,0,-1,-11,22,43*,1
Cc1csc(SCC(=O)Nc2ccccc2[N+](=O)[O-])n1,-10,17,11,-6,-1,-2,-2,-9,2
N/C(=N\OC(=O)c1cccc2ccccc12)c1cccc([N+](=O)[O-])c1,5,12,23,1,-4,6,0,6,2
COc1ccc(-c2[nH]c(-c3cccc(OC)c3)nc2SCC(=O)NCc2ccco2)cc1,-9,-353,11,0,3,-3,23,12,1
COCCCNC(=O)c1c(N)n(-c2ccccc2)c2nc3ccccc3nc12,12,-409,11,12,15,38,-21,84*,-33
CCN1c2cccc3cccc(c23)S1(=O)=O,-5,-301,-25,0,-5,-10,26,-10,1
Clc1ccc(N=c2ssnc2Cl)nc1,11,37,34,-194,9,40,87*,55*,32*
COc1ccc(NC(=O)CS(=O)CC(=O)NCc2cccc(C(F)(F)F)c2)cc1 (stereo not given),4,17,5,1,6,-8,-7,-20,2
CSCCC(NS(=O)(=O)c1ccc(Cl)cc1)C(=O)O (stereo not given),-23,15,4,-7,-9,3,1,3,-1
Cc1cccc(N=C2Sc3nc4c(C)c(C)ccc4cc3CN2CCN2CCOCC2)c1,3,21,17,2,2,-15,44,13,0
CN(CC(=O)Nc1ccc(F)c(F)c1F)C(=O)CC1OC(=O)c2ccccc21 (stereo not given),10,11,14,-4,-8,-17,4,-2,-1
